HGIII-sPLA2 inh: Blocks human group III sPLA2 activity. Q9NZ20. AID 743126. 0.56% of 370,000 active. inhibition, % at 12.2 µM. QFRET BODIPY PC-A2 liposome hydrolysis, fluorescence;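 active = inhibition above mean plus 3 SD of compounds lying within the high and low control bounds, cut at about 19% in these data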;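 also: 0% = median of test compound wells and 100% = no enzyme DMSO wells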
ARFGAP1 inhibitor: rat ARFGAP1 inhibition; Q62848; inhibition, % at 16.5 µM; 0.26% of 360,000 active; AID 651572; Arfgap1-stimulated ARF1 GTP hydrolysis, GDP FP detection;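 active = inhibition above a per-plate limit, mean inhibition of low control wells plus 3 SD, cut at about 25% in these data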;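 also: 0% = DMSO wells with enzyme and 100% = wells lacking Arfgap1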
Target sequence (Q62848 1-136 limits assumed): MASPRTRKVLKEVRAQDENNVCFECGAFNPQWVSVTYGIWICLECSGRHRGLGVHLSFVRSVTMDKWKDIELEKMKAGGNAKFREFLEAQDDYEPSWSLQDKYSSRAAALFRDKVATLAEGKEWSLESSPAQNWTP
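Replicates: Single well per compound | Assay system: Truncated rat Arfgap1 GAP domain | Control set: No-Arfgap1 wells (100%) versus DMSO full-reaction wells (0%) | Times: Enzyme reaction 120 min at 25 °C after 20 min preincubation | Reagent: Human ARF1(Δ1-17)-GTP substrate | Measured by: Tracer-displacement fluorescence polarization with EDTA stop, 620/688 nm | Measure: Percent inhibition of Arfgap1-stimulated GTP hydrolysis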
rCAG RNA binder: r(CAG) repeat RNA binding | TO-PRO-1 dye displacement fluorescence | inhibition, % at 3 µM | 1.3% of 370,000 active | AID 651821;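 active = inhibition above the plate cutoff, the mean of all test compounds on that plate plus 3 SD, cut at about 35% in these data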;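 also: 0% = DMSO alone and 100% = 100 µM mitoxantrone as full dye displacement; higher means more dye released from RNA so lower well fluorescence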
ASAP1 inh: inhibitors of human ASAP1 ArfGAP activity; Q9ULH1; ASAP1-stimulated ARF1 GTP hydrolysis, GDP FP detection; inhibition, % at 16.5 µM; 0.19% of 360,000 active; AID 624377; in the data active = inhibition above about 25%;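 also: 0% = vehicle with enzyme and substrate and 100% = no enzyme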
NPR1 activator: GC-A (human) enzyme activation. 0.14% of 370,000 active. P16066. activation, % at 10 µM. HEK293 GC-A cells, cGMP TR-FRET, EC30 ANP; 0% at EC30 ANP, 100% saturating ANP; in the data active = activation above about 40%
FXN GAA850 act: increases GAA850 frataxin promoter reporter activity. HEK293 lucGAA850 FXN promoter luciferase reporter, 24 h; percent of 10 µM SAHA response. activation, % at 6 µM. 0.56% of 360,000 active. AID 540364;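 active = activation above the average of all compounds screened plus 3 SD, cutoff fixed separately per campaign, cut at about 7.5% in these data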;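 also: 0% = DMSO wells and 100% = 10 µM SAHA wells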
ADAM10 inh: inhibits human ADAM10. 0.62% of 370,000 active. AID 720582. recombinant ADAM10, EDANS/DABCYL FRET peptide cleavage, 3 h. inhibition, % at 7 µM. O14672;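 active = inhibition above a per-campaign cutoff equal to the mean of compounds falling between control-based bounds plus 3 SD, cut at about 20% in these data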;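 also: 0% = DMSO wells while the 100% control is not disclosed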
proKLK7 act: proKLK7 (human) activation, primary screen. P49862. purified proKLK7, EDANS-DABCYL substrate fluorescence; 100% is mature enzyme control, 0% vehicle. activation, % at 7 µM. 0.9% of 370,000 active. AID 652039;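 active = activation above the mean of all tested compounds plus 3 SD, computed per campaign excluding outliers beyond control limits, cut at about 13% in these data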
Target sequence (P49862 whole entry, looked up): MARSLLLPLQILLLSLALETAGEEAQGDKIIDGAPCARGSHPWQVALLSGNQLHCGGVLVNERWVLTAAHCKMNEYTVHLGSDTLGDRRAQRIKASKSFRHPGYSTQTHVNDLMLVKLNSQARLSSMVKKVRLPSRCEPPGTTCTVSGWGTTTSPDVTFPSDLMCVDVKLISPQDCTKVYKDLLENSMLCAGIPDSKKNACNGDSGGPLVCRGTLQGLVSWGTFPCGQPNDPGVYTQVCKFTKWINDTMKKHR
NPR2 activator: GC-B (human) receptor activation | P20594 | HEK293-GC-B cells, CNP EC30, cGMP TR-FRET; 0% at EC30 CNP, 100% saturating CNP | activation, % at 10 µM | 0.11% of 370,000 active | AID 1920062;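 active = activation at 10 µM reaching about 35% in either raw or pattern-adjusted values, limit read from the data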
Tn6 DDE FP: inhibitors of Tn6 peptide binding to human fibrin DD(E). Fibrin DD(E) TRITC-Tn6 fluorescence polarization displacement. inhibition, % at 8.3 µM. 0.21% of 370,000 active;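 active = inhibition above a per-campaign cutoff: mean of compounds within control limits plus 3 SD, cut at about 15% in these data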;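 also: 0% = median of all compound wells on the plate and 100% = blocking peptide control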
Target sequence (P02675 whole entry, looked up): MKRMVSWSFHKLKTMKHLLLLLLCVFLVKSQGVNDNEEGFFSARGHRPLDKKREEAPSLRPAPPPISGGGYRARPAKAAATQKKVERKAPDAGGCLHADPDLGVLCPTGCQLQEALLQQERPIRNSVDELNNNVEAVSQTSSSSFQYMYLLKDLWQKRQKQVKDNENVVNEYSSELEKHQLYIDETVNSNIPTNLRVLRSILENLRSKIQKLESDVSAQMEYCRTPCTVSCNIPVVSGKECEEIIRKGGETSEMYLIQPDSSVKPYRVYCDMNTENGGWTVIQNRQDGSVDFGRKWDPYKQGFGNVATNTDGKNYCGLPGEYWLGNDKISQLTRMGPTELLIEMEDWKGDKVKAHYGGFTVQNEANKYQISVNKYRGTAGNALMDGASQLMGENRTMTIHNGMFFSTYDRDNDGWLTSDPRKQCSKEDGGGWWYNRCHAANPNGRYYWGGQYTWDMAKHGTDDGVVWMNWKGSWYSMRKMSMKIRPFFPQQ
An asterisk follows results filed as active; i = inactive; · = no result given.

SMILES,HGIII-sPLA2 inh,ARFGAP1 inhibitor,rCAG RNA binder,ASAP1 inh,NPR1 activator,FXN GAA850 act,ADAM10 inh,proKLK7 act,NPR2 activator,Tn6 DDE FP
CCn1c(SCc2ccc(F)cc2)nnc1C1CCN(S(=O)(=O)c2ccc(OC)cc2)CC1,-16,7,-7,-1,-7,-2.7,-3,-0.3,-1,1
CC(C)C1=CC2C3C(C(C(C)C)=CC(=O)[C@@]3(C)O)C1C(=O)C2(C)O (stereo not given in full),-2,12,1,-7,2,·,-3,-0.2,5,9
CC(C)(C)c1ccc(C(=O)C=[N+]=[N-])cc1,1,-2,-3,-2,7,-1.1,9,0.6,10,5
Cc1cccc(CCNS(=O)(=O)c2ccc3c(c2)NC(=O)CS3)c1,-29,-3,2,7,0,2.9,-3,0.0,3,-5
O=C(Cn1c(=O)oc2cc(S(=O)(=O)NCc3ccccc3)ccc21)N1CCCC1,5,7,-2,7,1,0.2,-8,-0.1,-6,-1
Cc1ccc(C(=O)N/C(=C\c2ccc(F)cc2)C(=O)NCCN2CCOCC2)cc1,1,-3,-2,0,-6,0.1,3,0.0,0,2
O=C(O)Cc1cc2c(s1)CCCCC2,-4,-12,-1,-8,3,2.7,2,-0.4,-1,1
O=C(O)CCCN=CC1=C(O)C(C(=O)c2ccccc2)CCC1=O (stereo not given),1,-7,-3,-8,2,1.8,3,0.1,9,-3
O=C(CNC(=O)N1CC(=O)Nc2ccccc21)NCCCc1ccccc1,2,4,2,7,3,-1.3,-21,0.4,0,-2
Nc1ccccc1-c1nnc(-c2ccccc2N)n1N,13,0,0,15,-2,2.6,-31,-0.1,5,-2
O=[N+]([O-])c1cc2c(cc1CN1CCN(c3ccccc3)CC1)OCO2,2,2,8,-8,-1,3.9,-19,0.1,-5,3
O=C(/C=C/c1ccccc1Cl)NCc1ccco1,-3,-3,1,1,4,4.9,-4,-0.5,-2,-9
CC(C)(C)n1nnnc1C(c1cc2cc3c(cc2[nH]c1=O)OCCO3)N1CCSCC1 (stereo not given),0,11,-4,-12,1,0.8,-464,1.4,0,5
CCCOc1ccc(/C(O)=C2/C(=O)C(=O)N(CCOC)C2c2cccnc2)cc1 (stereo not given),-1,3,3,-6,4,·,12,0.7,4,3
CCOC(=O)Cc1csc(NC(=O)CSc2nnc(-c3ccc(C)cc3)o2)n1,-3,4,-1,5,-3,-0.2,-12,-1.0,5,-2
CCOc1ccc(CNS(=O)(=O)c2ccc3c(c2)CC(=O)N3C)cc1,-34,4,12,11,-1,-0.3,1,0.3,-2,-2
COC(=O)C1CCN(CC(=O)Nc2ccc3c(c2)OCCO3)CC1,1,8,3,-4,-2,1.8,1,-0.3,-2,13
C=CCc1ccccc1OCCn1nnc2ccccc21,-5,12,-3,1,-6,4.1,3,0.5,-4,3
N/C(=N\OC(=O)c1cccc2ccccc12)c1ccc(Br)cc1,1,0,5,12,1,-0.7,2,0.1,2,-2
C=CCSc1nccc(-c2nn(-c3ccc(C)cc3)ccc2=O)n1,0,-1,-1,5,2,-1.9,-72,3.1,3,3
Cc1nnc(NC(=O)CSc2nc(C3CCCCC3)nc3ccccc23)s1,8,9,-3,-3,10,2.5,-3,-0.3,4,5
CCCCn1nc2cc(C(=O)NCc3ccccc3)ccc2c1OCC,-3,-13,-8,-10,2,0.2,i,-3.2,0,2
Nc1ccn([C@@H]2O[C@H](CNC(=O)[C@@H](Cc3cccnc3)NC=O)[C@@H](O)[C@H]2O)c(=O)n1,3,7,1,-3,3,0.8,-9,0.0,-5,-5
Cc1c(C)c2ccc(O[C@@H]3O[C@H](CO)[C@H](O)[C@H](O)[C@H]3O)c(C)c2oc1=O,0,-3,0,-5,1,1.0,-111,-0.6,4,5
O=C(N=C1SC2CS(=O)(=O)CC2N1c1cccc(Cl)c1)C1CCCO1 (stereo not given),5,13,1,8,5,-0.3,-6,0.6,5,9
COc1ccc2c(=O)c(C(=O)NCc3ccccc3)c[nH]c2c1,-10,20,2,2,3,-1.9,12,1.6,1,-4
COc1ccccc1N1CCN(C2CCCN(C(=O)CCN3CCCCO3)C2)CC1 (stereo not given),3,3,-6,0,4,0.1,-1,0.5,0,2
CC1CCN(CC(=O)Nc2nc(-c3ccccc3)cs2)CC1,-2,-7,1,-3,7,2.5,6,0.3,1,4
O=C1c2ccccc2NC2CCCCCN12 (stereo not given),7,2,2,13,0,2.5,i,3.8,4,2
COc1ccc(-c2c(NC(=O)C(C)C)n(C)c3ccccc3c2=O)cc1,0,8,-2,0,3,-1.7,-438,16*,3,-3
CC(OC(=O)Cn1[nH]c(=O)c2ccccc2c1=O)C(=O)c1ccccc1 (stereo not given),6,-2,-2,10,4,2.8,-9,-0.1,-1,-9
COc1ccc(CN2CCC2(C)C(=O)NCCc2c[nH]c3ccccc23)c2ccccc12 (stereo not given),-85,5,2,8,-6,1.9,3,0.7,4,1
CC(C(=O)NCCc1nc2ccccc2[nH]1)n1cc([N+](=O)[O-])cn1 (stereo not given),0,15,3,0,-1,0.4,5,-0.3,0,0
COC(=O)CN1C(=O)S/C(=C/c2ccc(N3CCCCC3)o2)C1=O,-7,-1,9,7,5,4.7,-5,0.7,3,-3
Cc1cnc(C(=O)OCC(=O)c2c[nH]c3ccccc23)cn1,2,10,4,9,2,0.6,-3,-0.4,-4,-7
O=C(CN1CCOCC1)N/N=C/c1ccccc1,1,6,0,5,2,1.9,-5,0.3,1,-1
COc1cc(C(C(=O)NC2CCCCC2)N(Cc2ccco2)C(=O)c2cnccn2)cc(OC)c1OC (stereo not given),4,10,-5,14,-2,2.8,-5,-0.3,4,1
CCOC(=O)N(C)c1c(CC)nc2c(OCc3ccc(Cl)cc3Cl)cccn12,-7,-1,4,5,1,-1.7,-3,-0.6,3,-12
COCCNC(=O)c1ccccc1-c1nc(-c2ccccc2OC)no1,-1,12,1,-4,1,0.9,1,0.0,-4,6
CC(NC(=O)CSc1nnc(CC(=O)Nc2ccc(Cl)c(Cl)c2)n1C)c1ccccc1 (stereo not given),-34,4,3,10,-17,-1.8,5,0.2,-14,0
COc1cc(CNCCCO)ccc1OCC(=O)NC(C)(C)C,1,0,-3,1,1,-0.4,-2,-0.4,8,-3
Cn1c(SCC(=O)N2CCCCCC2)nc2c([nH]c3ccccc32)c1=O,3,-1,-3,6,2,2.3,-1,0.1,1,-3
CSc1n[nH]c(NC(=O)c2c(-c3c(Cl)cccc3Cl)noc2C)n1,3,-4,-1,2,5,-0.5,7,0.4,10,-9
Cc1c(C#N)c2ccccc2n1CC(=O)O,1,-3,4,0,0,-0.3,3,-0.9,4,5
COc1ccc(C(C(=O)NC2CCCC2)N(CCO)C(=O)Cn2nnc(-c3ccc(C)o3)n2)cc1 (stereo not given),1,-5,0,1,1,1.5,1,-0.4,-1,4

Just ARFGAP1 inhibitor, NPR2 activator and rCAG RNA binder, for some of the entries so far:
SMILES | ARFGAP1 inhibitor | NPR2 activator | rCAG RNA binder
Nc1ccccc1-c1nnc(-c2ccccc2N)n1N | 0 | 5 | 0
COc1cc(C(C(=O)NC2CCCCC2)N(Cc2ccco2)C(=O)c2cnccn2)cc(OC)c1OC (stereo not given) | 10 | 4 | -5

The list goes on.
SMILES,HGIII-sPLA2 inh,ARFGAP1 inhibitor,rCAG RNA binder,ASAP1 inh,NPR1 activator,FXN GAA850 act,ADAM10 inh,proKLK7 act,NPR2 activator,Tn6 DDE FP
Cc1cc(C)n(C)c(=O)c1C#N,-6,-3,-1,-6,4,0.1,-5,0.4,0,-1
CCCc1ccc(OCCNC(=O)c2ccccc2Br)cc1,-6,-6,-6,0,2,-0.5,7,0.4,3,-2
CC(C)CNC(=O)CC(c1ccccc1)c1c(O)ccc2ccccc12 (stereo not given),-13,5,1,-7,-24,-3.3,-79,-0.4,-18,-12
NC(=N\N=Cc1ccco1)/C(N)=N/N=Cc1ccco1,3,-12,8,6,-3,1.9,0,-0.4,-1,2
Cc1cc(Cl)ccc1OCCCC(=O)OCC(=O)Nc1cccc(S(N)(=O)=O)c1,-26,1,17,1,4,-0.2,5,0.1,-2,4
CC(=O)Nc1cccc(C(=O)OC(C)C(=O)Nc2ccc(S(=O)(=O)N3CCCC3)cc2)c1 (stereo not given),-10,4,5,17,-1,-0.8,-4,0.0,-2,7
CN(CC(=O)Nc1ccc(C#N)cc1)Cc1ccc(Cl)cc1Cl,-6,9,-4,-4,-2,1.5,11,0.3,-3,-8
Cc1nc2c3ccccc3n(Cc3ccccc3F)c2s1,8,-2,2,3,39,4.7,-2,0.3,17,4
CC(/C=C/c1ccccc1)=N/NC(=O)CCC(=O)Nc1ccccc1C,-1,5,7,0,-4,1.0,13,0.2,-6,14
CSc1ccc(C#N)cc1NC(=O)c1ccccc1,4,-2,-7,12,6,2.1,3,0.3,0,-8
N#Cc1cc2c(nc1SCC(=O)Nc1sc3c(c1C#N)CCC3)CCCC2,4,-16,2,1,-10,-1.1,-7,0.6,-7,10
O=C(NC(=S)N1CCN(c2nc(-c3ccccc3)cs2)CC1)c1cncc(Br)c1,2,1,24,4,-1,1.0,-2,-0.6,1,7

From PubChem BioAssay

Random draw from the library; 4.5% or so of the library scored in one or more.
